Screening results (PubChem BioAssay)
AmpC inh detg – qHTS Inhibitors of AmpC Beta-Lactamase (assay with detergent); AID 485294, 2010; P00811; AmpC hydrolysis of nitrocefin, absorbance 480 nm, 0.01% Triton; Potency, µM (highest dose often 114 µM), without a hit: at the top dose activity change, negative = inhibition, actives largely listed as inhibitors; 370,000 tested, 0.041% active;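 also: potency is read from the fitted curve at half-maximal effect; 0% = no-compound wells and -100% = no-enzyme wells; nearly all actives have a fitted effect of over 25% in size; some results filed as inactive show a strong effect at the top dose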
Target sequence (P00811 whole entry, looked up): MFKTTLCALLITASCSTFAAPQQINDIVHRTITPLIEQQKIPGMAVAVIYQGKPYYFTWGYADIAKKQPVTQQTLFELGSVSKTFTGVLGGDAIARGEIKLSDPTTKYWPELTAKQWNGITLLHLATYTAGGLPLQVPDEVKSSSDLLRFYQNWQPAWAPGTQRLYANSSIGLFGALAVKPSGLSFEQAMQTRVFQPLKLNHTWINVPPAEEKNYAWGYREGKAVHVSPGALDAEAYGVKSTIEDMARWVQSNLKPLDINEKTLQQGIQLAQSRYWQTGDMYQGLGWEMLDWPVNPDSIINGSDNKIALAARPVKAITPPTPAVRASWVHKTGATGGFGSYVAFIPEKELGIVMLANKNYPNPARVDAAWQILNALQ
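AmpC (5.3 nM in the dispensed reagent) in 20 mM phosphate pH 7.0 with 0.01% (detergent screen) or 0.0001% Triton X-100 was preincubated with compounds for 15 min at room temperature. Nitrocefin was then added from an 800 uM solution, and hydrolysis was followed at 480 nm.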
Sm TGR inh – qHTS Assay for the Inhibitors of Schistosoma Mansoni Peroxiredoxins. Schistosoma mansoni thioredoxin glutathione reductase (TGR), Q962Y6. purified TGR, DTNB reduction, TNB absorbance 405 nm. Potency, µM (doses to about 114 µM), inactives show at the highest dose activity change, negative = inhibition, hits mostly inhibitors. 360,000 tested, 3% active. AID 485364, 2010; also: potency is read from the fitted curve at half-maximal effect; nearly all actives have a fitted effect of over 60% in size
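TGR 20 nM + NADPH 100 uM (dispensed conc.), cpd preinc 15 min RT; start with NADPH (500 uM addition) then DTNB (15 mM addition). Kinetic TNB absorbance, 405 nm filter. Four-parameter Hill fit across titration.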
AmpC inh no detg – qHTS Inhibitors of AmpC Beta-Lactamase (assay without detergent); 330,000 tested, 0.52% active; AID 485341, 2010; AmpC nitrocefin hydrolysis, absorbance 480 nm, 0.0001% Triton; P00811; Potency, µM (titrated, usually from 57.1 µM), without a hit: at the top dose activity change, negative = inhibition, usual class: inhibitors;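 also: potency is read from the fitted curve at half-maximal effect; plate controls were no compound for no effect and no enzyme for full effect; nearly all actives have a fitted effect of over 20% in size; some results filed as inactive show a strong effect at the top dose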
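AmpC (5.3 nM in the dispensed reagent) in 20 mM phosphate pH 7.0 with 0.01% (detergent screen) or 0.0001% Triton X-100 was preincubated with compounds for 15 min at room temperature. Nitrocefin was then added from an 800 uM solution, and hydrolysis was followed at 480 nm.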
Giardia FBPA inh – qHTS Assay for Inhibitors of Fructose-1,6-bisphosphate Aldolase from Giardia Lamblia. Potency, µM (doses to about 59.6 µM), for inactives: at the highest dose activity, negative = inhibition, hits mostly inhibitors. purified Giardia FBPA. AID 2451, 2010. 290,000 tested, 0.71% active; also: potency is read from the fitted curve at half-maximal effect; nearly all actives have a fitted effect of over 55% in size
Target sequence (A8B2U2 whole entry, looked up): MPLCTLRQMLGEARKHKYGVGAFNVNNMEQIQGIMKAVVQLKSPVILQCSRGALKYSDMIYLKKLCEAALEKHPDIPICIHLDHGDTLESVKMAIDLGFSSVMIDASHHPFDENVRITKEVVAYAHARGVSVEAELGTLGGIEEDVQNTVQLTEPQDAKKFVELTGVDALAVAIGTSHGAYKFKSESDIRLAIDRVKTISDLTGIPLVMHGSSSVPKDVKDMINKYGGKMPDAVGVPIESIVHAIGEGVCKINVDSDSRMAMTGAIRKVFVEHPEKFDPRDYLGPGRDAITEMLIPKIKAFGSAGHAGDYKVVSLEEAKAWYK
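Giardia FBPA (40 nM reagent) was preincubated 10 min at RT with compound (up to 57.5 uM final), then substrate plus GAPDH/TPI/NAD/arsenate coupling system with diaphorase/resazurin was added; resorufin fluorescence (525/598 nm) was read after 20 min.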
HCMV antiviral – qHTS Assay for inhibitors of the human cytomegalovirus (HCMV). HFF cells, HCMV-luciferase reporter, 72 h; hits give low values. activity change, negative = inhibition, % at 57.5 µM. 410,000 tested, 4.5% active; in the data active = activity change below about -60%; inconclusive = no clear call, values can overlap the other calls; inactive = above about -39%
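Two compound doses tested in HFFs infected with HCMV-luciferase, MOI 1 PFU/cell, 72 h at 37C. Lysate luminescence read with OneGlo; data normalized against buffer-only and 10uM Salinomycin inhibitor controls.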
AMA1-RON2 inh – qHTS for Inhibitors of AMA1-RON; Towards Development of Antimalarial Drug Lead: Primary Screen; Plasmodium falciparum AMA1 (3D7) - RON2 peptide interaction; AlphaScreen AMA1-biotinylated RON2 peptide binding; Potency, µM (doses to about 58.2 µM), inactives show at the top dose activity change, negative = inhibition, hits mostly inhibitors; 360,000 tested, 0.2% active;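 also: potency is read from the fitted curve at half-maximal effect; 0% = vehicle wells and -100% = peptide control; nearly all actives have a fitted effect of over 45% in size; some results filed as inactive show a strong effect at the top dose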
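AMA1 (3D7) with his tag at 25 nM final met compounds first, then biotinylated RON2 peptide at 25 nM; detection used donor plus acceptor beads, 10 µg/mL apiece, read by AlphaScreen after 30 min at room temperature.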
Starred values were filed as active, the others as inactive; ? = inconclusive; / = not tested or not shown; & = joins results of further samples; [ ] = remark or other dose. Unless noted, calls follow the shape of the dose curve; as a rule, active = well fitted curve in the direction sought with a large enough effect; inconclusive = small, poorly fitted or top-dose-only effect, or another doubt; inactive = no such curve, though single readings can be large; an effect the other way counts as inactive or inconclusive. Unless noted, % is scaled to controls: 0 for no effect and ±100 for the full control effect.

Each structure is followed by: AMA1-RON2 inh	AmpC inh detg	Giardia FBPA inh	Sm TGR inh	HCMV antiviral	AmpC inh no detg
O=C(Nc1nccs1)C(F)(F)C(F)(F)C(F)(F)C(=O)Nc1nccs1
    101%[activator]	?	-6%	0%	11	-7%
COC(=O)c1cnn(-c2ccc(F)cc2F)c1/C=N/NC(N)=S
    108%[activator]	1%	-19%	-5%	-11	-19%
COc1ccccc1C(=O)N/N=C(\C)CC(=O)Nc1ccc(Nc2ccccc2)cc1
    -3%	-3%	/	-8%	45	-2%
Cc1ccc(CS(=O)(=O)Cc2ccc(C(=O)NCCCN3CC(C)CC(C)C3)o2)cc1 (centres undefined)
    10%	-9%	8%	6%	-30	14%
Cc1cc(C)n2nc(C)c(-c3ccc(Cl)cc3)c2n1
    50%[activator]	-11%	6%	-18%	-18	58%
Nc1ccccc1Sc1ccc(C(=O)c2ccccc2C(=O)O)cc1[N+](=O)[O-]
    -8%	8%	26%	-13%	10	-30%
CCOc1ccc(/C=N/NC(=O)C(C)N(c2ccc(OC)cc2)S(C)(=O)=O)cc1OCC (centres undefined)
    7%	7%	-4%	0%	-32	23%
O=C(CCCN1CCC(O)(c2ccc(Cl)cc2)CC1)c1ccc(F)cc1
    2%	-14%&0%	0%	-12%&0%	17	-20%&-4%
CC(C)Nc1nc(NC(C)C)nc(OCCOC(=O)c2ccccc2)n1
    1%	-13%	-1%	-3%	-2	-15%
Cc1cc(C)c(NC(=O)C2CCCN2C(=O)NC2CCCCC2)c(C)c1 (centres undefined)
    -3%	-7%	1%	4%	34	-10%
COc1ccc(CCNC(=O)c2[nH]c(C)c(C(C)=O)c2C)cc1
    1%	?	6%	0%	8	-18%
CC(=O)c1ccc(N/C=C/C(=O)c2ccc(Br)cc2)cc1
    -5%	-12%	7%	16%	79	-20%
Cc1cccc(C)c1OCc1cc(=O)n2ccsc2n1
    /	-4%	/	-3%	-21	/
Cc1cccc(Nc2nc(N)nc(CN3CCC(C)CC3)n2)c1C
    1%	2%	17%	-12%	57	-16%
CCOc1cccc(CN2CCCC(C(=O)Nc3ccc(-c4ccn[nH]4)cc3)C2)c1O (centres undefined)
    -6%	1%	/	-7%	-15	-17%
Cc1ccc(NS(=O)(=O)c2ccc3[nH]c(=O)c(=O)[nH]c3c2)cc1Cl
    -8%	-1%	8%	8%	-11	-48%
CCc1nnc(SCc2ccc(CSc3nnc(CC)n3N)cc2)n1N
    12%	-12%	-2%	-5%	-9	-22%
CC1=C(C(=O)OC2CCCCCCC2)C(c2cc3c(cc2Br)OCO3)CC(=O)N1 (centres undefined)
    -19%	-10%	-6%	6%	?	-18%
Cc1n[nH]c(C)c1CCc1nc2c3ccccc3nc(SCC(=O)Nc3ccccc3F)n2n1
    -20%	3%	2%	-8%	-73*	55%
COc1ccc(NC(=O)CCS(=O)(=O)c2ccc3c(c2)n(C)c(=O)c(=O)n3C)cc1Cl
    /	15%	/	-22%	16	/
O=C(Nc1ccc2oc(-c3ccc(F)cc3)nc2c1)c1ccccc1F
    -3%	-11%	7%	2%	?	-25%
COc1ccc(NC(=O)c2ccco2)cc1S(=O)(=O)N1CCCCC1
    -8%	-11%	/	-1%	-24	-31%
Cn1c(N)c(C(=O)COC(=O)CNS(=O)(=O)c2ccc(Cl)c(Cl)c2)c(=O)n(C)c1=O
    12%	?	1%	-3%	-12	0%
COc1ccc(-c2nnc(SCC(=O)c3ccc[nH]3)o2)cc1
    11%	3%	5%	-15%	96	-19%
O=C(N/N=C/c1ccsc1)c1cc(-c2ccncc2)nc2ccccc12
    24%	?	1%	0%	?	-36%
OC(COc1cccc(OCC(O)CN2CCOCC2)c1)CN1CCOCC1 (centres undefined)
    3%&-11%	-9%&-13%	2%&3%	-2%&-9%	-2&-7	14%&-5%
COc1ccc(-c2nc(CS(=O)CC(=O)NCc3ccco3)c(C)o2)cc1 (centres undefined)
    -4%	?	4%	0%	19	2%
CCCN(CCC)c1ccc(/C=N/NC(=O)CN2CCOCC2)cc1
    47%[activator]	-4%	-8%	-12%	/	83%[activator]
O=C(OCC(=O)N1CCCc2ccccc21)C1CCN(S(=O)(=O)c2cccs2)CC1
    2%	-17%	-4%	-7%[11.4 µM]	22	14%
CCn1ncc(CN2CCC(C(=O)Nc3cccc(-c4cccc(F)c4)c3)CC2)c1C
    0%	-4%	/	-14%	?	105%[activator]

Part of the list above, set out differently.
canonical_smiles	AMA1-RON2 inh	AmpC inh detg	Giardia FBPA inh	Sm TGR inh	HCMV antiviral	AmpC inh no detg
COc1ccc(NC(=O)CCS(=O)(=O)c2ccc3c(c2)n(C)c(=O)c(=O)n3C)cc1Cl	/	15%	/	-22%	16	/
O=C(Nc1ccc2oc(-c3ccc(F)cc3)nc2c1)c1ccccc1F	-3%	-11%	7%	2%	?	-25%
COc1ccc(NC(=O)c2ccco2)cc1S(=O)(=O)N1CCCCC1	-8%	-11%	/	-1%	-24	-31%
Cn1c(N)c(C(=O)COC(=O)CNS(=O)(=O)c2ccc(Cl)c(Cl)c2)c(=O)n(C)c1=O	12%	?	1%	-3%	-12	0%
COc1ccc(-c2nnc(SCC(=O)c3ccc[nH]3)o2)cc1	11%	3%	5%	-15%	96	-19%
O=C(N/N=C/c1ccsc1)c1cc(-c2ccncc2)nc2ccccc12	24%	?	1%	0%	?	-36%
OC(COc1cccc(OCC(O)CN2CCOCC2)c1)CN1CCOCC1 (centres undefined)	3%&-11%	-9%&-13%	2%&3%	-2%&-9%	-2&-7	14%&-5%
COc1ccc(-c2nc(CS(=O)CC(=O)NCc3ccco3)c(C)o2)cc1 (centres undefined)	-4%	?	4%	0%	19	2%
CCCN(CCC)c1ccc(/C=N/NC(=O)CN2CCOCC2)cc1	47%[activator]	-4%	-8%	-12%	/	83%[activator]
O=C(OCC(=O)N1CCCc2ccccc21)C1CCN(S(=O)(=O)c2cccs2)CC1	2%	-17%	-4%	-7%[11.4 µM]	22	14%
CCn1ncc(CN2CCC(C(=O)Nc3cccc(-c4cccc(F)c4)c3)CC2)c1C	0%	-4%	/	-14%	?	105%[activator]

Other entries
Each structure is followed by: AMA1-RON2 inh	AmpC inh detg	Giardia FBPA inh	Sm TGR inh	HCMV antiviral	AmpC inh no detg
CON(C)C(=O)CC(CNC(=O)OC(C)(C)C)c1ccc(Cl)cc1 (centres undefined)
    1%	/	/	/	78	88%[activator]
COc1ccc(/C=C/C(=O)O)cc1S(=O)(=O)NCC1CCCO1 (centres undefined)
    3%	-6%	6%	7%	5	-8%
O=C(COc1ccc2c(c1)oc(=O)c1ccccc12)NCC1CCC(C(=O)O)CC1 (centres undefined)
    3%	?	-3%	-3%	?	-14%
Cc1cc(C)cc(NC2=NCC(=O)N2Cc2ccccc2)c1
    11%	-5%	-16%	-9%	41	-6%
Cc1c(N2CCCC2)cc2c(c1N)C(C)(C)CC2(C)C
    -53%	-8%	?	2%	35	23%
Cc1cc(OCCOc2cccc3cccnc23)c(C)cc1Cl
    7%	3%	-1%	0%	7	-13%
OCCN1CCN(C(=S)NCCc2ccccc2)CC1
    -15%	1%	11%	5%	38	5%
COc1ccc(C(=O)O/N=C(\N)Cc2ccc(Cl)cc2)cc1OC
    0%	3%	4%	-10%	?	4%
Cc1ccc(NC(=O)Nc2ccccc2C(=O)NCc2ccccc2)cc1
    12%	?	-2%	2%	26	-34%
CC(C)OC(=O)NC(c1ccccc1)C(Cl)(Cl)Cl (centres undefined)
    -24%	-3%	1%	4%	-21	-3%
COc1cc2c(cc1OC)C(/C=C/c1ccco1)=NCC2
    -6%	8%	-29%	?	-61*	23%
CSc1ccc(S(=O)(=O)N2CCC(C(=O)NCc3ccncc3)CC2)cc1
    -11%	3%	14%	-13%	64	4%
O=C(N/N=C/c1ccccc1O)c1cc(=O)[nH]c2ccccc12
    /	9%	?	4%	/	2%
CC(C)NC(=O)c1ccc(COc2ccc(C(C)(C)C)cc2)o1
    0%	1%	-21%	0%	-28	75%[activator]
CC(C)CCNC(=O)CCCn1c(=O)[nH]c2ccc(Br)cc2c1=O
    18%	1%	4%	9%	-8	-10%
COc1cc(NC(=O)c2ccccc2)c(OC)cc1NC(=O)Cc1ccccc1
    -14%	?	-16%	2%	60	10%
COc1ccc2c(c1)CC(C(=O)Nc1cc(Cl)ccc1C)CO2 (centres undefined)
    /	16%	/	-5%	-35	/
COc1ccc(C(=O)C2CCCN(Cc3c(F)ccc(F)c3F)C2)c(OC)c1 (centres undefined)
    -10%	3%	-3%	-22%	37	48%
O=S(=O)(NCC1CCCO1)c1ccc(Cl)nc1 (centres undefined)
    -8%	-8%	4%	10%	0	-1%
CC(C)N(C(=O)CSc1nnc(Cc2csc(Nc3ccccc3)n2)o1)C(C)C
    14%	1%	-2%	-5%	-35	17%
Cc1ccccc1NC(=O)CN1C(=O)S/C(=C\c2ccc(-c3cccc(C(=O)O)c3C)o2)C1=O
    14%	-3%	-1%	/	11	-15%
Cc1cnc(NC(=O)c2c(Cl)cnn2C)s1
    41%[activator]	-4%	/	0%	3	-11%
[O-][n+]1c(/C=C/c2ccccc2)ccc2ccccc21
    -8%	?	-1%	0%	13	-22%
COc1ccc(/C=C/C(=O)OCC(=O)N2CCCCCC2)c(OC)c1
    1%	-18%	/	-3%	-8	-6%
CCc1ccccc1NC(=O)Cc1cn(C)c2ccccc12
    -3%	-4%&-1%	3%	-9%&-2%	-4&11	-13%
CC(C)=CC(=O)Nc1ccccc1C(N)=O
    6.7µM*	-8%	3%	0%	-74*	3%
CCOc1ccccc1NC(=O)Cn1c(=O)n(CCC(=O)NCc2ccc3c(c2)OCO3)c(=O)c2ccccc21
    /	14%	/	18%	33	/
Cc1nnc(SCC(=O)Nc2cc(S(=O)(=O)N3CCCC3)ccc2Cl)n1C1CC1
    -6%	-14%	/	-18%	10	8%
Cc1[nH]c(C)c2c(=O)n(-c3ccccc3)ncc12
    2%	?	-18%	0%	11	-27%
CC1(C)Cc2ccccc2-c2nnc(-c3cccnc3)n21
    6%	1%	0%	8%	-22	-5%
O=C(CN1CCN(S(=O)(=O)c2ccccc2)CC1)NC(=O)NCc1ccccc1
    5%	1%	6%	8%	24	-11%
